SR-BI DiI-HDL act: enhances SR-BI lipid uptake from DiI-HDL. CHO ldlA[mSR-BI] cells, DiI-HDL uptake fluorescence, 3 h; 100 = double the neutral-control signal. activation, % at 12.5 µM. hit rate 0.096% among 320,000;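 active means mean replicate activation of at least 60% and every replicate at or above 60%; inconclusive means mean or all-replicate condition met, but not both; inactive means mean below 60% and not all replicates reaching 60%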;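 further: 0% = median plate neutral-control signal and 100% = twice that signal; values of inactives mirror those of a sister screen read the other way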
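System: LDL receptor-deficient CHO ldlA cells overexpressing murine SR-BI | Timing: 3 h uptake period with compound, 37 °C | Medium: HEPES-buffered (25 mM, pH 7.4) F12 plus 0.5% BSA | Dosing: Single-point compound dose | Signal: Bottom-read fluorescence, 550/595 nm | Read-out: Retained DiI signal reflecting DiI-HDL uptake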
PvdQ inh: P. aeruginosa PvdQ acylase inhibition; purified PvdQ acylase, fluorescence plate reader; inhibition, % at 10 µM; hit rate 0.063% among 340,000; AID 488965; in the data active means inhibition above about 30%, passing the limit was not always enough; inconclusive means no clear call, values can overlap the other calls;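 further: 0% = vehicle neutral wells and 100% = reference inhibitor wells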
Arr AP2 block: blocks beta-arrestin peptide binding to AP2 adaptin; inhibition, % at 10 µM; AID 504490; hit rate 0.31% among 340,000; FITC-arrestin peptide / GST-AP2 beads, flow cytometry; AP2 beta2 appendage carries R879A mutation;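 active means inhibition above a set limit, near 3 SD of compounds lacking own fluorescence, cut at about 54% in these data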;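 further: plate controls were DMSO wells for no effect and 5 µM unlabelled arrestin peptide for full effect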
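System: GST-AP2 R879A glutathione beads; medium: PBS, Tween 20 0.05%, BSA 0.1%; reagent: fluorescein-tagged arrestin peptide at 50 nM final; schedule: pre-incubation 12 min, peptide binding 1 h, room temperature; detection: flow cytometry, FL1 (488/535 nm); read-out: inhibition as reduced fluorescein signal on beads, percent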
Keap1-Nrf2 PPI: disrupts human Keap1 binding to Nrf2 peptide; hit rate 0.15% among 340,000; inhibition, % at 9.4 µM; Q14145; Keap1 Kelch-Nrf2 peptide fluorescence polarization, 1536-well; in the data active means inhibition above about 12%; inconclusive means no clear call, values can overlap the other calls; inactive means below about 7.3%;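 further: human Keap1 Kelch domain with fluorescein labeled Nrf2 9mer peptide probe; 0% = neutral control wells and 100% = peptide positive control; higher means more block of Keap1 binding to Nrf2 peptide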
RTF Ca sens inh: cardiac RTF calcium desensitization. inhibition, % at 7.15 µM. hit rate 0.12% among 340,000. P19429+P45379. IANBD-labeled cardiac RTF, Ca2+ fluorescence;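 active means inhibition above the mean inhibition of all tested compounds plus 3 SD, cut at about 17% in these data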;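 further: assay run at fixed EC70 calcium of 1.6 mM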
SR-BI HDL uptake: mouse SR-BI HDL lipid transfer inhibition; ldlA[mSR-BI] CHO cells, DiI-HDL uptake fluorescence, 3 h; inhibition, % at 12.5 µM; hit rate 0.96% among 320,000; AID 488896;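 active means mean replicate inhibition of at least 70% and a set share of replicates each scoring 70 or more; inconclusive means meets just one of the two criteria; inactive means fails both criteria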;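 further: 0% = median of neutral control wells and 100% = median of positive control wells; values of inactives mirror those of a sister screen read the other way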
Target sequence (Q61009 whole entry, looked up): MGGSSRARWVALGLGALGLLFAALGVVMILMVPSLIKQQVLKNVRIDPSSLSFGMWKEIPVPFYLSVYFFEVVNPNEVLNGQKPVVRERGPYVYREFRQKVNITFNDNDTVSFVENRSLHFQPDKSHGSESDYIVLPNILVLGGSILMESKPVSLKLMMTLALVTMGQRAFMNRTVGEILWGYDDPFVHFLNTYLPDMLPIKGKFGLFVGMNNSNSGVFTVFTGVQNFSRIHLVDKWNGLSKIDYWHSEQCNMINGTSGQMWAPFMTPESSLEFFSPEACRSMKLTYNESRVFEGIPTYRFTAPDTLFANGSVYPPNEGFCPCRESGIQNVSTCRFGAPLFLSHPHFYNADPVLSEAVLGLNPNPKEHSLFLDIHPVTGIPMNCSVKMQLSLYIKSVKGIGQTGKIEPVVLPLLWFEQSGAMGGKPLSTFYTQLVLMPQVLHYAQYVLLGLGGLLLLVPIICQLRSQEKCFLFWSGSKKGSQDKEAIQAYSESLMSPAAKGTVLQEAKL
PKA-R2B activ: PKA-R2B complex activation. P22694+P31323. PKA-R2B holoenzyme dissociation, Cy5-IP20 fluorescence polarization; R2B truncated from residue 108, S112A mutant; 0% DMSO only, 100% 113 µM cGMP. activation, % at 11.4 µM. hit rate 0.079% among 340,000. AID 504700;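 active means activation above a cutoff set at the mean over all compounds plus 3 SD, cut at about 18% in these data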;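 further: higher means more holoenzyme dissociation and a rise in polarization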
Target sequence (P31323 whole entry, looked up, other chains not shown, the tested form may be a part): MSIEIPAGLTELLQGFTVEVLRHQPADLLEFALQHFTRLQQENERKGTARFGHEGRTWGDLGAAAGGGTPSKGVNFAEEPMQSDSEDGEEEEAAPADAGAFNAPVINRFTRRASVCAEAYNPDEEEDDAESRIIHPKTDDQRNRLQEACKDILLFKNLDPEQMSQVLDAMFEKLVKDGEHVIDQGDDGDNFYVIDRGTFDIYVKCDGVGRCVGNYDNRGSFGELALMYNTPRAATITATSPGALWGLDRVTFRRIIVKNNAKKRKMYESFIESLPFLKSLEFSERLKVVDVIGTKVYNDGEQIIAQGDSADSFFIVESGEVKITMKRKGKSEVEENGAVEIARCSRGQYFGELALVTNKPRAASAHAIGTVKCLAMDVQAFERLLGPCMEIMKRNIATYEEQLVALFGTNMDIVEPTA
DAGLB inh: blocks human DAGLB lipase activity. Q8NCG7. HEK293T DAGLB membrane lysate, EnzChek fluorogenic substrate. inhibition, % at 5.17 µM. hit rate 0.059% among 340,000. AID 504411; in the data active means inhibition above about 34%;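 further: 0% = enzyme with vehicle and 100% = wells lacking enzyme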
NSD2 inh: NSD2 (human) methyltransferase inhibition | O96028 | NSD2 peptide methylation, AlphaScreen, 120 min | inhibition, % at 12.5 µM | hit rate 0.54% among 310,000; in the data active means inhibition above about 50%
LANA DNA inh: inhibitors of KSHV LANA C-terminal domain DNA binding. inhibition, % at 9 µM. hit rate 0.078% among 340,000. MBP-C-LANA/FAM-LBS DNA binding, fluorescence polarization;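 active means highest replicate inhibition at or above 60% at 9 µM, even if other replicates fall short; inactive means all replicates below 60% inhibition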;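 further: 0% = neutral control wells and 100% = 4 µM acridine orange control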
* = called active by the depositor; ? = inconclusive; . = no result given.

SMILES	SR-BI DiI-HDL act	PvdQ inh	Arr AP2 block	Keap1-Nrf2 PPI	RTF Ca sens inh	SR-BI HDL uptake	PKA-R2B activ	DAGLB inh	NSD2 inh	LANA DNA inh
CN1C(=O)N(C)C2C1N(CN1CCCCC1)C(=O)N2CN1CCCCC1 (centres undefined)	10	-12	0	0	-5	-10	0	-2	4	1.9
COc1ccc(NS(=O)(=O)c2ccc(Cl)s2)cn1	25	-2	45	5	-7	-25	0	-2	0	15
CCn1c(=O)c2ccccc2n2c(SCC(=O)N3CCCc4ccccc43)nnc12	11	-23	4	-5	-18	-11	-8	-3	-1	0.6
O=[N+]([O-])c1ccc(N2CCN(Cc3ccncc3)CC2)cc1	-18	-6	40	-1	1	18	-1	2	4	-3.3
Cc1ccc(C)n1-c1c(C(=O)NN)cnn1-c1ccccc1	13	3	14	2	-3	-13	5	-5	-1	1.9
O=C(CSc1ccc2ccccc2n1)N/N=C/c1ccc(O)cc1	12	-11	-17	-2	0	-12	0	0	3	-1.6
O=C(NC1CCCC1)C1CCN(C(=O)NCc2ccccc2)CC1	19	2	41	0	-1	-19	-3	1	-1	0.8
CCCc1nnc(SCC(=O)N2CCCC(C)C2)n1CCCOC (centres undefined)	33	-12	27	-2	5	-33	-5	0	-1	1.4
O=C1C(=O)N(CCCN2CCOCC2)C(c2ccc(Cl)cc2)/C1=C(/O)c1ccc(F)cc1 (centres undefined)	-9	1	34	-3	-1	9	-6	-2	.	-0.5
COC(=O)c1sc(S(=O)(=O)NC(Cc2ccccc2)C(=O)O)c(C(=O)OC)c1C (centres undefined)	20	-14	5	-7	-9	-20	-4	-6	-1	-1.0
O=C(COC(=O)C1CC1)NC(=O)c1ccccc1	15	-16	-4	-1	-6	-15	2	-2	-4	1.2
Cc1cnc(C(=O)NCCc2ccc(C(F)(F)F)cc2)cn1	.	-9	-12	-4	-2	.	-4	-1	-1	-0.3
Cc1cc(NC(=O)CC2CCCC2)n(-c2nc3ccccc3[nH]2)n1	-29	-3	7	1	0	29	-1	-11	3	1.0
COc1cc(/C=N/N=C2\CC3CCC2(C)C3(C)C)ccc1O (centres undefined)	-12	-1	2	-1	-3	12	-3	-2	-2	0.4
Cc1ccccc1C(=O)Nc1ccc(C(=O)O)cc1NC(=O)c1ccccc1C	?	-13	7	-6	5	-62	0	-1	-2	-2.4

Single records, from the list above. Values in the order: SR-BI DiI-HDL act | PvdQ inh | Arr AP2 block | Keap1-Nrf2 PPI | RTF Ca sens inh | SR-BI HDL uptake | PKA-R2B activ | DAGLB inh | NSD2 inh | LANA DNA inh
Results for O=C(NC1CCCC1)C1CCN(C(=O)NCc2ccccc2)CC1 : 19 | 2 | 41 | 0 | -1 | -19 | -3 | 1 | -1 | 0.8
Results for COC(=O)c1sc(S(=O)(=O)NC(Cc2ccccc2)C(=O)O)c(C(=O)OC)c1C (centres undefined) : 20 | -14 | 5 | -7 | -9 | -20 | -4 | -6 | -1 | -1.0
Results for Cc1ccc(C)n1-c1c(C(=O)NN)cnn1-c1ccccc1 : 13 | 3 | 14 | 2 | -3 | -13 | 5 | -5 | -1 | 1.9

Carrying on.
SMILES	SR-BI DiI-HDL act	PvdQ inh	Arr AP2 block	Keap1-Nrf2 PPI	RTF Ca sens inh	SR-BI HDL uptake	PKA-R2B activ	DAGLB inh	NSD2 inh	LANA DNA inh
COc1ccc(NC(=O)Nc2ccc3c(c2)C(=O)N([C@H](C)CO)C[C@H](C)[C@@H](CN(C)S(=O)(=O)c2ccc(F)cc2)O3)cc1	-7	1	-2	-2	2	7	-11	-3	.	2.5
Cc1ccc(S(=O)(=O)NCCC(=O)N2CCCCCCC2)cc1C	6	0	5	-3	-4	-6	-8	-2	-2	-0.5
CC1CCCCCCC1OC(=O)c1ccccc1C(=O)O (centres undefined)	5	14	2	1	-1	-5	-1	3	-6	-0.2
O=C(C1=C[C@H](C2CC2)C[C@H](OCc2ccc(CO)cc2)O1)N1CCN(Cc2ccccc2)CC1	13	5	27	-2	-2	-13	-6	-4	.	0.9
O=C(Cn1nc(-c2ccccc2)ccc1=O)Nc1ccc(N2CCN(C(=O)c3ccccc3)CC2)cc1	-11	3	0	1	-4	11	-6	1	1	3.0
CC1(NC(=O)c2cccc(S(=O)(=O)N3CCN(c4ccc(F)cc4)CC3)c2)CCS(=O)(=O)C1 (centres undefined)	-6	-7	2	-5	4	6	-2	1	6	0.8
CC(C)CCn1c(Sc2nc3ccccc3o2)nc2c1c(=O)[nH]c(=O)n2C	29	-12	-5	-2	-6	-29	3	3	1	0.2
CN(CC(=O)N1CCN(c2ccccn2)CC1)S(=O)(=O)c1ccccc1	20	-6	-9	-3	-3	-20	-6	-3	2	-0.9
CCN(CC)S(=O)(=O)c1cc(C(=O)Nc2ccc(Cl)cn2)ccc1C	.	-4	-11	-1	-2	.	-9	-5	0	0.2
O=C(Cc1cnn(-c2ccccc2)c1)c1ccc(O)c(O)c1O	13	-7	13	5	-7	-13	0	9	.	1.0
Cc1noc(C)c1S(=O)(=O)N1CCCC1C(=O)O (centres undefined)	.	3	7	-3	-20	.	-4	-2	1	1.6
O=c1c2ccccc2[nH]c(=S)n1CCN1CCCCC1	10	-7	-7	-8	6	-10	-4	0	1	-0.8
N#Cc1ccccc1NC(=O)Nc1cccc(Cl)c1	12	-16	1	-4	-6	-12	5	1	-1	3.2
COc1ccccc1CNS(=O)(=O)c1c(C)noc1C	2	-12	-5	-4	-11	-2	-15	-5	-2	0.7
COc1ccc(C(=O)Cn2c(C)nc([N+](=O)[O-])c2Br)cc1	50	-17	-19	0	0	-50	16	-5	7	1.9
COc1ccc(-c2nc(CS(=O)CC(=O)NCCc3ccc(C)cc3)c(C)o2)cc1OC (centres undefined)	-31	-9	-10	0	-5	31	-2	-1	2	-1.3
CN(C)S(=O)(=O)c1cccc(NC(=O)COC(=O)c2ccc(Br)o2)c1	5	-8	0	2	-24	-5	3	-1	-1	-0.3
O=C(Cn1c(=O)n(-c2ccccc2)c(=O)c2sccc21)N1CCCC1	22	-9	-8	2	-9	-22	-8	2	-4	-1.8
CCCc1c(C(=O)N/N=C/c2ccc(C)s2)nnn1-c1nonc1N	-1	-10	-15	7	-9	1	-7	-1	-4	0.1
COc1cccc(N2CCN(Cc3nc4ccccc4c(=O)[nH]3)CC2)c1	49	-4	-2	-3	3	-49	-8	1	3	0.6
COc1ccc(OCC(=O)NS(=O)(=O)c2ccccc2)cc1	.	3	16	-1	-5	.	-5	-3	-1	0.7
CSc1ccccc1NC(=O)c1ccccc1C	-41	5	-8	-4	-1	41	4	-1	-3	0.1
CCOC(=O)C1CCN(C(=O)c2ccccc2NS(=O)(=O)c2ccc(F)cc2)CC1	-2	-7	18	1	-23	2	1	-1	-1	1.2
Cc1ccc(-n2nnnc2SCC(=O)c2c(N)n(CC(C)C)c(=O)n(C)c2=O)cc1	7	-9	10	0	-4	-7	3	1	7	-0.1
CC(c1ccccn1)N(CCN(C)C)C(=S)Nc1cccc(F)c1 (centres undefined)	10	4	24	-2	-3	-10	0	-2	-2	2.3
Cc1c(Cl)cnc(NC(=O)COC(=O)[C@@H](NC(=O)c2ccco2)C(C)C)c1Cl	-13	-21	-4	-7	-8	13	-2	6	2	2.8
C/C(=N\O)c1ccco1	26	-2	0	-4	-15	-26	2	1	.	-1.4
COc1ccccc1NC(=O)C1=C(C)NC2=C(C(=O)CCC2)C1c1ccc2c(c1)OCO2 (centres undefined)	-31	-1	-19	-1	-6	31	0	2	-7	1.7
CN(C)c1ccc(/C=C(/NC(=O)c2ccccc2)C(=O)N/N=C/c2ccc([N+](=O)[O-])c(O)c2)cc1	-55	4	4	0	-9	55	-3	16	21	0.1
CCC(=O)N1C(C(=O)N2CCCC2)CSC1c1ccc(OC)cc1 (centres undefined)	-1	-16	1	-3	-5	1	0	0	.	0.1
CC(O)c1nc2ccc(C(=O)O)cc2[nH]1 (centres undefined)	12	-4	2	-6	2	-12	0	3	-1	0.3
O=C(O)C1CCN(C(=O)CSc2nc3ccccc3s2)CC1	7	-4	27	0	-1	-7	0	-1	-2	0.5
CC(CCc1ccccc1)NC(=O)C1CCN(S(=O)(=O)N2CCCCC2)CC1 (centres undefined)	4	-1	-15	1	-5	-4	-1	2	1	-0.8
COc1ccc(CCNC(=O)CCC(=O)N2CC(C)Oc3ccc(Cl)cc32)cc1OC (centres undefined)	-71	-6	17	1	-8	?	-3	1	.	0.2
CC(C)(/C=N/NC(=O)CSCc1ccc(Cl)cc1)CCC#N	34	-3	26	0	9	-34	-1	-1	0	0.6
CN(C)c1nccc(NCc2ccccc2)c1C#N	-17	2	-5	5	11	17	-6	0	-2	-0.8
CCN(C[C@H]1N[C@@](Cc2ccccc2)(C(=O)OC)[C@H]2C(=O)N(C)C(=O)[C@@H]12)C(=O)c1ccc(F)cc1	11	-18	-2	0	-2	-11	-6	-3	.	-1.4
O=C(NCC1CCN(S(=O)(=O)c2ccccc2)CC1)Nc1ccccc1	12	-7	14	3	-6	-12	4	1	-1	0.1
COc1ccc(C)cc1N(C(=O)c1cccc(F)c1)c1nc2ccccc2s1	13	-7	1	-5	-17	-13	-12	0	-2	0.7
CCN(CC)CCNc1nc(-c2ccccc2)nnc1C(F)(F)F	3	-6	5	-4	0	-3	7	2	27	-1.2
O=C(Nc1ccc(Cl)cc1)N1CCCC(Cn2cccc2)C1 (centres undefined)	1	-2	1	-2	-4	-1	0	-2	16	-0.5
COc1ccc(NC(=S)N(CCCN2CCC(C)CC2)Cc2cccs2)cc1Cl	12	-2	39	-6	-9	-12	-2	-1	-7	1.9
O=C(CCNC(=O)c1ccc(Cl)cc1)Nc1ccccc1N1CCCC1	-14	-5	7	-1	8	14	3	-1	5	-0.7
CN(Cc1nc(-c2ccccn2)no1)S(=O)(=O)c1ccccc1	0	3	2	2	2	0	-6	-4	0	-0.5
NS(=O)(=O)c1ccc(CCNC(=O)COC(=O)C2CCC2)cc1	26	-18	3	-1	-7	-26	-2	1	-3	0.8
CCCCOc1ccc(/C=C(\C(=O)O)c2ccc(S(=O)(=O)N3CCCC3)s2)cc1	17	-3	-2	-2	-4	-17	-1	11	3	-0.2
O=C(NCc1ccc2c(c1)OCO2)c1cc(F)c(F)cc1Cl	-3	-2	-4	-4	3	3	3	1	13	-0.9
COc1ccc(S(=O)(=O)NCCc2cn3nc(C)c(C)nc3n2)cc1C	12	-4	-1	-3	-8	-12	6	1	1	-0.1
COc1cc(C(C#N)N2CCOCC2)ccc1O (centres undefined)	-8	-11	-2	-3	-6	8	-11	1	25	0.5
